# Compound activity from PubChem.
# MEKK3 PB1 HTS: MEKK3-MEK5 PB1 interaction, increase or decrease | Q99759 | bead-based flow cytometry, Alexa488-MEK5 binding to MEKK3; actives lie on both sides; 0 = blocked by unlabeled MEK5, 100 = vehicle | binding response (% of control), % at 10 µM | 290,000 tested, 1.4% active;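 active = binding response more than 3 SD above or below the average of its plate-row segment, actives on both sides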;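 also: Alexa488 bead fluorescence after subtracting the streptavidin-only scavenger bead signal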
# GalR3 antag: antagonists of human GalR3; O60755; HEK293 GalR3-CNG cAMP membrane potential fluorescence; galR3 body fused to GalR1 C-terminus; inhibition, % at 3 µM; 360,000 tested, 0.44% active; AID 651719;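 active = inhibition above the screen-wide average plus 3 SD, cut at about 13% in these data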;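 also: forskolin and galanin both at EC90 stimulate the cells; cAMP rise reported by CNG channel membrane potential dye signal; 0% = forskolin plus galanin with DMSO and 100% = forskolin alone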
# Target sequence (O60755 1-299 limits assumed): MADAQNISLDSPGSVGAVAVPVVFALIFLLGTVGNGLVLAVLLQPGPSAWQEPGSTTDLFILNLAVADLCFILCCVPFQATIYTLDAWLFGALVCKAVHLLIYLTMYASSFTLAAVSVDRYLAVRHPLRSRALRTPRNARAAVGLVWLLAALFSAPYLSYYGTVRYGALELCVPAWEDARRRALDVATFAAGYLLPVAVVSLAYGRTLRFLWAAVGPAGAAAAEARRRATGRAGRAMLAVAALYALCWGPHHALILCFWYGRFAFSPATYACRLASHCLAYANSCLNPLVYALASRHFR
# MEKK2 mut-MEK5: signal of MEK5 binding to mutant human MEKK2 PB1 domain. 290,000 tested, 0.35% active. bead flow cytometry, Alexa488-MEK5 binding to MEKK2 mutant. percent response, % at 10 µM; in the data active = percent response above about 24%, passing the limit was not always enough; also: inactives centre near 1; some results filed as inactive read as strong as hits; reference of the scale not given here
# PHOSPHO1 block: inhibitors of human PHOSPHO1 phosphatase. Q8TCT1. recombinant PHOSPHO1, absorbance phosphatase assay. inhibition, % at 13.3 µM. 290,000 tested, 1.1% active; in the data active = inhibition above about 60%
# MEKK2 WT-MEK5: raises or lowers MEK5 binding to wildtype human MEKK2 PB1 domain; Q9Y2U5; bead flow cytometry, Alexa488-MEK5 binding to MEKK2 WT; actives lie on both sides; binding response (% of control), % at 10 µM; 290,000 tested, 1.1% active; AID 1531; in the data active = binding response below about 67% or above about 130%
# NALP1 yeast inh: blocks the NALP1 inflammasome reconstituted in yeast. AID 2071. S. cerevisiae NALP1/ASC/caspase-1 growth, X-gal OD620, 72 h. inhibition, % at 10 µM. 280,000 tested, 0.61% active; in the data active = inhibition mostly above about 24%, no sharp cut-off; inactive = mostly below about 32%; also: some compounds called inactive have numbers as strong as hits
# OXTR agonist: agonists of human oxytocin receptor; P30559; CHO-OTR cells, Fluo-8 calcium fluorescence; normalized: DMSO 0%, oxytocin 100%; activation, % at 3 µM; 320,000 tested, 0.32% active;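 active = activation above the mean of all tested compounds plus 3 SD, cutoff set per screening run, cut at about 20% in these data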;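 also: peak over basal fluorescence ratio from a 100 s FLIPR kinetic read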
# GPR7 antag: blocks human GPR7 receptor signaling. GPR7-expressing cells, fluorescence antagonist assay. inhibition, % at 4.4 µM. 290,000 tested, 1.1% active; in the data active = inhibition above about 16%, passing the limit was not always enough;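 also: cells stimulated with the agonist NPW; 0% = agonist with vehicle and 100% = vehicle without agonist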
# Target sequence (P48145 whole entry, looked up): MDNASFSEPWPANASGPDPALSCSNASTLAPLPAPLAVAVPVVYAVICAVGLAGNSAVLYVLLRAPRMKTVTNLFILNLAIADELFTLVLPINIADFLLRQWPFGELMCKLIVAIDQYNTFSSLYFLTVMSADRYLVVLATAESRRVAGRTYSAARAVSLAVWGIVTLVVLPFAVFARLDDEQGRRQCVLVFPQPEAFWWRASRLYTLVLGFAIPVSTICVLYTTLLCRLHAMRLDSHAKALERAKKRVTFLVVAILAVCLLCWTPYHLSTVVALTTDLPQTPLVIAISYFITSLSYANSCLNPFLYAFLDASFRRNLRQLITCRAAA
# V1R ag counter: counter-screen for oxytocin receptor agonists: human V1a receptor agonists; P37288; CHO-V1R cells, Fluo-8 calcium fluorescence, agonist mode; 0% DMSO, 100% 3 nM vasopressin; activation, % at 3 µM; 320,000 tested, 0.25% active;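 active = activation above the mean activation of all tested compounds plus 3 SD, per screening run, cut at about 20% in these data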;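 also: signal is peak over basal fluorescence ratio across a 100 second FLIPR read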
# Target sequence (P37288 whole entry, looked up): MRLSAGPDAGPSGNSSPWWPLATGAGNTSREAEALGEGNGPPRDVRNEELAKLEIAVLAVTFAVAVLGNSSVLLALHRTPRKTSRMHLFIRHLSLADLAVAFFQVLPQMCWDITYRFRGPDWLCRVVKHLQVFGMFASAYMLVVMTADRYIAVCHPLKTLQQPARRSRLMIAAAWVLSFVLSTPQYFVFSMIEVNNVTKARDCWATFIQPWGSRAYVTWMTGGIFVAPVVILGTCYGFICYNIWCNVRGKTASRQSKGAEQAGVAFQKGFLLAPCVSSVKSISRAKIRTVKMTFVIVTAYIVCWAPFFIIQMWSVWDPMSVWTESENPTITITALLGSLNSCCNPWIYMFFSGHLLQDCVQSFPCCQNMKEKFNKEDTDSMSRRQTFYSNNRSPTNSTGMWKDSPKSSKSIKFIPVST
# Numbers without * were called inactive; / = not tested or not shown; & = joins results of further samples.
SMILES,MEKK3 PB1 HTS,GalR3 antag,MEKK2 mut-MEK5,PHOSPHO1 block,MEKK2 WT-MEK5,NALP1 yeast inh,OXTR agonist,GPR7 antag,V1R ag counter
COc1cc(C2=NOC(C(=O)NCc3cccnc3)C2)cc(OC)c1OC (configuration not stated),103,-8,1,-4,99,4,1.5,6,0.3
COc1ccc(NC(=O)n2nc(OC(=O)c3cccs3)cc2N)cc1,91,1,1,5,95,1,-0.4,-9,-0.9
O=c1cc(-c2ccccc2)nc2n1Cc1ccccc1-2,105,-4,6,-7,100,4,0.3,22,-0.7
Cc1ccc(S(=O)(=O)NCC(=O)OCc2nnc(-c3ccccc3)o2)cc1,99,-1,6,65*,101,-5,0.8,-9,1.4
Cc1[nH]ccc(=O)c1OCc1ccccc1,99,-7,0,37,100,35,1.1,-8,1.4
O=S(=O)(c1ccc(Cl)cc1)c1nc(-c2ccco2)oc1N1CCCCC1,91,-2,-2,19,91,19,-0.5,-13,3.4
O=C(Cn1cnc2c(cnn2-c2ccccc2)c1=O)OCc1ccccc1,87,-3,-10,-1,92,18,2.9,0,4.1
COc1ccc(C(=O)Nn2c(SCC(=O)c3ccccc3)nc3ccccc3c2=O)cc1,/,-5,/,11,/,5,1.5,10,0.8
Cc1cc(C)n(CC(=O)NNC(=O)C2CC(=O)N(Cc3ccccc3Cl)C2)n1 (configuration not stated),99,-2,4,17,103,6,0.2,-15,0.2
CCOC(=O)CCC(NC(=O)c1ccc(NCN2C(=O)c3ccccc3C2=O)cc1)C(=O)OCC (configuration not stated),101,3,5,-7,102,6,0.2,-2,0.5
Cn1c(SCC2CCCCC2)nnc1-c1ccncc1,105,-2,0,2,105,13,-1.9,-6,-0.6
O=C(O)CSc1nc2ccccc2n1C1CCCCC1,102,-2,-7,16,93,26,0.8,-3,1.5
CCOc1ccc(-c2nnc(NC(=O)CCCOc3cccc(C)c3)o2)cc1,105,-3,4,24,107,23,-1.2,-7,1.1
O=c1cc2c(nn1Cc1cccc(Cl)c1)-c1ccccc1CC2,105,-4,10,6,107,14,-0.6,1,-1.0
Cc1cc(=O)oc2cc(OCCSc3nnc(-c4ccccc4)o3)ccc12,104,1,0,-21,102,29,-0.6,4,0.9
CCCCN(C)CCCNC(=O)C1CC(=O)N(Cc2ccc(OC)cc2)C1 (configuration not stated),103,-4,0,-22,104,19,0.3,-2,-0.4
O=c1[nH]cnc2sc(-c3ccccc3)cc12,90,0,-9,-2,93,10,-0.1,-8,0.3
CCOC(=O)c1ccccc1NC1OC(=O)c2ccccc21 (configuration not stated),107,-1,15,-10,113,2,-0.2,-4,0.1
O=C(CCC(=O)Nc1ccc(F)cc1)N/N=C/c1ccc(O)cc1,103,-10,4,19,104,8,0.2,-4,2.1
CCCCCCCc1n[nH]c(=S)n1Cc1ccccc1,90,-3,-8,4,93,4,-2.3,-18,0.7
CN(C)C=Nc1nc2ccccc2nc1N1CCCC1,103,-4,6,30,108,18,-0.1,-6,0.7
O=C(CSc1nnnn1-c1ccccc1)Nc1ccc(N2CCOCC2)cc1,99,-7,-2,-57,97,-1,0.9,-3,0.4
CCOC(=O)C1CCN(C(=O)c2ccc(Br)o2)CC1,97,-4,-4,-3,95,-5,1.4,-17,0.8
COc1cccc(N2C(=NC(=O)C3CCCO3)SC3CS(=O)(=O)CC32)c1 (configuration not stated),96,-1,0,-9,95,-96,0.8,1,0.4
C/C(=N\S(=O)(=O)c1ccc(C)cc1)NC(=S)Nc1ccccc1,98,-6,-1,24,98,1,-0.1,-1,-0.3

# The final 4 entries of the part above are carried over, then new ones follow.
SMILES,MEKK3 PB1 HTS,GalR3 antag,MEKK2 mut-MEK5,PHOSPHO1 block,MEKK2 WT-MEK5,NALP1 yeast inh,OXTR agonist,GPR7 antag,V1R ag counter
O=C(CSc1nnnn1-c1ccccc1)Nc1ccc(N2CCOCC2)cc1,99,-7,-2,-57,97,-1,0.9,-3,0.4
CCOC(=O)C1CCN(C(=O)c2ccc(Br)o2)CC1,97,-4,-4,-3,95,-5,1.4,-17,0.8
COc1cccc(N2C(=NC(=O)C3CCCO3)SC3CS(=O)(=O)CC32)c1 (configuration not stated),96,-1,0,-9,95,-96,0.8,1,0.4
C/C(=N\S(=O)(=O)c1ccc(C)cc1)NC(=S)Nc1ccccc1,98,-6,-1,24,98,1,-0.1,-1,-0.3
CC1CCCN(c2ccc(C(=O)NCc3cccs3)cn2)C1 (configuration not stated),102,-2,4,-10,103,-17,-1.1,-5,-0.6
Cc1noc(C)c1COC(=O)c1ccc2c(c1)S(=O)(=O)c1ccccc1C2=O,103,-3,0,82*,99,14,1.6,-9,1.3
COc1ccc(C(=O)C2CCN(C(=S)NCC3CCCO3)CC2)cc1 (configuration not stated),94,-6,0,9,92,0,3.6,-9,6.4
CC(NC(=O)c1ccc(OC2CCN(S(=O)(=O)N(C)C)CC2)cc1)C1CC1 (configuration not stated),100,-1,-2,18,98,6,1.1,-1,1.4
COc1cc(C)c(S(=O)(=O)Nc2ccc(CC(=O)O)cc2)cc1C,108,-4,2,-26,104,-10,1.2,1,0.6
Cc1ccc(N2C(=O)c3ccccc3C2=O)nc1,105,-9,10,-16,107,-7,-0.6,4,1.1
CCN(Cc1ccccc1)C(=O)COC(=O)CNC(=O)c1ccc(C)s1,57,-6,-12,44,72,-16,-1.1,-5,-0.4
N#CC(=C=[N-])c1nc2ccccc2nc1-[n+]1cccc(NC(=O)c2ccccc2)c1,92&98,3,-9&-5,-6&16,91&95,6&26,-0.3&1.6,-6&-4,0.2&0.7
Cn1cccc1C(=O)OCC(=O)NC(=O)NC1CCCCC1,96,-6,-4,7,94,-12,-0.1,3,-0.2
Cc1cc(C)c(S(=O)(=O)Nc2ccc3c4c(cccc24)CC3)c(C)c1,102,0,-4,52,94,28,-1.3,-3,0.1
COc1ccc(CCCc2nnc(SCC(=O)Nc3cc(C)ccc3C)o2)cc1,102,0,0,2,103,5,7.0,-7,1.3
COc1ccc(C)cc1NC(=O)n1ncc2c(C)cccc21,107,-10,4,34,108,7,-0.2,-31,-0.3
C/C(=C\c1ccccc1)C(=O)Nc1cc(C)on1,96,-5,0,0,94,5,-1.5,-1,-0.4
Cc1ccc(C(=O)NCCCn2ccnc2)o1,95,-1,2,-3,100,9,0.3,-9,-0.2
Fc1cccc(CCN2CCNC[C@@H]2Cc2ccccc2)c1,102,3,5,/,110,/,5.9,/,2.5
CCOc1cccc(-c2c(C(=O)N/N=C/c3cccnc3)nnn2-c2nonc2N)c1,108,4,-2,28,104,23,1.2,5,1.9
CNC(=O)NC(=O)CSc1nc2ccccc2n1CCOC,102,-3,1,5,106,5,0.2,-2,-0.5
O=C(NCCc1ccccc1)C(=O)Nc1ccc2c(c1)OCCO2,98,-4,1,9,101,-1,1.0,3,1.4
COc1ccccc1N1CC(C(=O)Nc2nnc(SCC(=O)NCC3CCCO3)s2)CC1=O (configuration not stated),98,3,0,-11,99,11,-0.3,-5,0.5
NNC(=O)c1cc(C2CC2)nc2ccc(Br)cc12,108,-9,5,32,109,16,/,-6,/
Nc1nnc(SCC(=O)OCC(=O)Nc2ccc(Br)cc2F)s1,106,-3,-2,-26,105,-9,0.5,-15,0.3
O=C(NCCNC(=O)c1cc(Cl)ccc1Cl)c1cnccn1,97,-5,5,35,100,16,0.0,0,-0.2
C=CCOn1c(=O)c(-c2ccc(OC)cc2)[n+]([O-])c2ccccc21,101,1,7,-7,101,-1,-1.6,-4,-1.5
COCCN1C(=O)c2ccccc2C(C(=O)NCC2CCCO2)C1c1c[nH]c2ccccc12 (configuration not stated),90,0,-2,8,92,1,0.9,-14,0.9
CCOc1cc(/C=C2\N=C(SC(C)C(N)=O)N(c3ccc(OC(F)F)cc3)C2=O)ccc1O (configuration not stated),101,-4,6,58,99,-4,4.3,1,9.2
# The list continues:
SMILES,MEKK3 PB1 HTS,GalR3 antag,MEKK2 mut-MEK5,PHOSPHO1 block,MEKK2 WT-MEK5,NALP1 yeast inh,OXTR agonist,GPR7 antag,V1R ag counter
CCOc1ccccc1Nc1nnc(SCC(=O)Nc2nc(-c3ccc(OC)cc3)cs2)s1,117,3,0,-41,107,1,0.2,-9,0.3
Cc1ccn2cc(-c3ccc(O)c(O)c3)nc2c1,99,-8,0,28,99,23,0.5,7,3.1
C=CCSc1nnc(CC(OC)OC)n1-c1ccccc1,118,5,-1,52,105,-13,-0.4,-6,0.5
O=C(NCc1ccco1)c1ccccc1NS(=O)(=O)c1ccc(Br)s1,96,-1,-1,-4,98,1,9.5,-8,8.6
CCN(CC)CCCNC(=O)CSc1nc(-c2ccc(F)cc2)cc(C(F)(F)F)n1,96,-4,-13,3,84,-4,0.6,-6,1.1
Cc1ccccc1CCNC(=O)C1CCC(=O)N(CCc2cccc(F)c2)C1 (configuration not stated),105,2,9,-26,110,2,/,-4,/
COc1cccc(OC)c1OCC(O)CN1CCN(c2ccc(F)cc2)CC1 (configuration not stated),103,-11,10,27,111,4,0.3,0,2.6
CC1(C)Cc2c(sc(NC(=O)c3ccc(C(=O)c4ccccc4)cc3)c2C#N)C(C)(C)N1,104,0,2,27,110,6,6.3,7,9.0
COc1ccc(C(=O)Cn2nnc(-c3ccc(N4CCOCC4)cc3)n2)cc1OC,92,-6,-8,6,88,5,3.7,-1,1.5
Cc1c(C)n(C)c2ccc(C(=O)NCCCN3CCCCC3)cc12,102,0,25*,2,154*,27,0.1,-17,-0.2
Cc1nn(Cc2ccc([N+](=O)[O-])cc2)c(=O)n1-c1ccc(Cl)cc1,101,-3,1,34,98,-1,-0.7,0,1.5
O=C(NNC(=O)c1ccncc1)Nc1cccc([N+](=O)[O-])c1,105,-4,-4,-11,106,8,-0.5,-14,0.3
COC(=O)CCCCCNC(=S)Nc1ccc2[nH]c(=O)[nH]c2c1,90,-7,-9,30,97,/,1.0,-8,0.5
CC1CCCCN1CCn1cnc2c([nH]c3ccccc32)c1=O (configuration not stated),110,/,5,-17,111,18,0.3,-1,1.8
Cc1ccc(N2CC(C(=O)Nc3ccc(N(C)C)cc3)CC2=O)cc1C (configuration not stated),96,0,-2,/,100,/,-1.5,-11,-0.5
Cc1ccc(C)c(CN2C(=O)CSc3ccc(C(=O)NCCN4CCOCC4)cc32)c1,101,-8,0,-9,101,-16,1.6,3,2.8
COc1ccc(NCCC#N)cc1,103,-3,-1,29,100,19,0.3,3,0.1
COc1ccc(OC)c(-c2csc(NC(=O)c3ccc(OCC4CCCO4)cc3)n2)c1 (configuration not stated),100,-4,9,-14,94,35,3.3,-8,4.0
O=C(Cc1ccccc1Cl)NCc1cccnc1,98,-11,-2,-6,97,24,2.1,5,-0.6
COc1ccc(/C=N/NC(=O)CC2N=C(Cc3ccccc3)NNC2=O)cc1OC (configuration not stated),96,1,0,-11,96,21,-0.1,-8,0.7
Cc1c(CC(=O)N2CCN(C(=O)C3COc4ccccc4O3)CC2)c(=O)oc2c(O)c(O)ccc12 (configuration not stated),100,2,-1,33,97,32,-0.1,-6,0.5
Cc1ccc(NC(=O)COC(=O)CCOc2ccccc2C)cc1,102,-7,-2,16,101,-6,-1.1,-5,-0.2
CN1CCC(N(C)CC(=O)Nc2cccc(Oc3ccccc3)c2)CC1,103,-4,8,-13,118,12,1.5,27*,1.4

# One compound at a time (already shown). Values in the order: MEKK3 PB1 HTS	GalR3 antag	MEKK2 mut-MEK5	PHOSPHO1 block	MEKK2 WT-MEK5	NALP1 yeast inh	OXTR agonist	GPR7 antag	V1R ag counter
# Cc1ccn2cc(-c3ccc(O)c(O)c3)nc2c1 is listed as 99	-8	0	28	99	23	0.5	7	3.1
# COc1cc(C)c(S(=O)(=O)Nc2ccc(CC(=O)O)cc2)cc1C is listed as 108	-4	2	-26	104	-10	1.2	1	0.6
# COC(=O)CCCCCNC(=S)Nc1ccc2[nH]c(=O)[nH]c2c1 is listed as 90	-7	-9	30	97	/	1.0	-8	0.5
